Compound activity as filed in PubChem.
GLP1R inv ag: qHTS of GLP-1 Receptor Inverse Agonists (Inhibition Mode); Potency, µM (doses to about 38.3 µM), for inactives: top-dose activity change, negative = inhibition, most hits filed as inhibitors; actives 1.6% (n = 410,000); Glucagon-like peptide 1 receptor (Homo sapiens), P43220; AID 624417, 2012; HEK293 GLP-1R CRE-luciferase, luminescence, 24 h; GLP-1R form is constitutively active; further: potency means the concentration at half of the fitted maximal effect; on the % scale 0 is the no-effect control and ±100 the full control effect; nearly all actives have a fitted effect of over 55% in size
Target sequence (P43220 whole entry, looked up): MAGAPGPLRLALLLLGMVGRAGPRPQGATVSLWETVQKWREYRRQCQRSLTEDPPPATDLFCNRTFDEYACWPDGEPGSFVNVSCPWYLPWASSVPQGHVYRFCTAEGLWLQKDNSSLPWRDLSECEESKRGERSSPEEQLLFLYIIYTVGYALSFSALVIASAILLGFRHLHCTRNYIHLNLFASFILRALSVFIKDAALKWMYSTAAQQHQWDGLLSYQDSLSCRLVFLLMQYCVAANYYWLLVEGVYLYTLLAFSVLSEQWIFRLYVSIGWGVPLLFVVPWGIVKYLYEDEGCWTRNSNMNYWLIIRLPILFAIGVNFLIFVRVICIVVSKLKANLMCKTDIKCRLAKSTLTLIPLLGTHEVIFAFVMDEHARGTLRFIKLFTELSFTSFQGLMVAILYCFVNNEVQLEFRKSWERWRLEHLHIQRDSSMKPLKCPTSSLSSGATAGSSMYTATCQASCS
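Using stably transfected HEK293 (constitutively active GLP-1R, cAMP-luciferase reporter), compounds were incubated 24 hr and luciferase measured by luminescence.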
HEK293 tox: qHTS of GLP-1 Receptor Inverse Agonists: Cytotox Screen; AID 624418, 2012; actives 0.13% (n = 410,000); Potency, µM (highest dose often 38.3 µM), for inactives: at the top dose activity change, negative = inhibition, hits mostly inhibitors; HEK293 cAMP-luciferase reporter cells, luminescence, 24 h;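 further: loss of luciferase light is scored as toxicity; potency means the concentration at half of the fitted maximal effect; on the % scale 0 is the no-effect control and ±100 the full control effect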
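Cells in DMEM/10% Nu serum/1% pen-strep, 1536-well format. Pre-incubated 12 h, dosed with 23 nL compound, incubated a further 24 h. Luciferase detection, 12 min at room temp, luminescence.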
DRD3 agonist: qHTS of D3 Dopamine Receptor Agonist: qHTS; D(3) dopamine receptor (Homo sapiens), P35462; D3R DiscoveRx beta-arrestin cells, luminescence, 90 min; max activation, %; actives 0.58% (n = 410,000); AID 652048, 2013; in the data active means max activation above about 30%; further: 0% is about no effect; mostly tested at two doses, the higher about 12 µM
Target sequence (P35462 whole entry, looked up): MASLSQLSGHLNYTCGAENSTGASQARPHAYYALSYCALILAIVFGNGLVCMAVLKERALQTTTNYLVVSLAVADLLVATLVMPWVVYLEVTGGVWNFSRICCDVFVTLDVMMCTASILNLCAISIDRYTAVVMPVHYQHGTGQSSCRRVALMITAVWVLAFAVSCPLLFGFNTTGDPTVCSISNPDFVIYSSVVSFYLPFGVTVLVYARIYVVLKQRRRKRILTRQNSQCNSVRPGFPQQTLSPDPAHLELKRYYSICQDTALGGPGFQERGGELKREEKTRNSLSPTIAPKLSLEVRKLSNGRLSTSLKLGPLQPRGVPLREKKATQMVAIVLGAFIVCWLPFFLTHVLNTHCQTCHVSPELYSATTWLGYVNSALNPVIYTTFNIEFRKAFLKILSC
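Cells at 1500/well, incubated overnight, then treated with pinned compounds (dopamine as control) for 90 min at 37 degrees C. DiscoveRx reagent added for 30 - 60 minutes at room temperature; luminescence read.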
* hit, by the source's call; ? = inconclusive. Unless noted, the call rests on the fitted dose curve; in most records, active means well fitted curve in the direction sought with a large enough effect; inconclusive means small, poorly fitted or top-dose-only effect, or another doubt; inactive means no such curve, though single readings can be large; an effect the other way counts as inactive or inconclusive.

Every second line gives: GLP1R inv ag, DRD3 agonist, HEK293 tox
- COc1ccc(-c2cc(C(=O)NCc3cc(OC)c(OC)c(OC)c3)[nH]n2)cc1
    16%, 8, -13%
- CC(=O)N1c2ccc(S(=O)(=O)NCC3CCC(C(=O)Nc4ccc(C)c(C)c4)CC3)cc2CC1C (configuration not stated)
    -4%, 3, -8%
- Cc1nnc(N2CCCC(C(=O)NCc3ccccc3)C2)c2nn(-c3ccccc3)c(C)c12 (configuration not stated)
    14%, 3, -5%
- CCC1=C(c2ccc(C)cc2)S(=O)(=O)N=C1N1CCC(C(=O)NCCc2cccc(OC)c2)CC1
    -9%, -15, -4%
- O=C(CSc1oc(-c2ccco2)nc1S(=O)(=O)c1ccc(Br)cc1)c1ccccc1
    ?, 3, 38%
- Cc1ccc(CNc2ccc(-c3nc(-c4cccnc4)no3)cc2[N+](=O)[O-])cc1
    -2%, 1, -4%
- CCn1c(C(=O)NCCc2ccc(S(N)(=O)=O)cc2)cc2sc(Cl)cc21
    -13%, -5, 0%
- COc1ccc(OCCn2nnc3sc4c(c3c2=O)CCC(C(C)(C)C)C4)cc1 (configuration not stated)
    -14%, 10, 0%
- CCOc1ccc(Cn2c(-c3ccc(OCC)c(OC)c3)nc3ccccc32)cc1OC
    -20%, -17, -3%
- COc1ccccc1OCC(=O)Nc1cc(-c2ccc(C)cc2)no1
    12%, -6, 0%
- COc1cccc(CNc2nccn(-c3cc(C)cc(C)c3)c2=O)c1
    -15%, 5, -3%
- O=C(Nc1ccc(Oc2ccccc2)cc1)C1CCN(S(=O)(=O)c2ccc(Cl)cc2)CC1
    9%, 14, -16%
- Cc1nn2c(=O)cc(COC(=O)c3ccc(NC(=O)c4cccs4)cc3)nc2s1
    ?, 4, -25%
- CC(C)(C)c1ccc(S(=O)(=O)NCc2ccc3c(c2)CCN3C(=O)c2ccccc2)cc1
    ?, 6, -12%
- CCOC(=O)c1[nH]c(C)c(CCC(=O)Nc2ccc(C)cc2Cl)c1C
    10%, -8, 0%
- Cc1cccc(Cn2c(=O)n(CC3CCC(C(=O)N4CCC(C)CC4)CC3)c(=O)c3sccc32)c1 (configuration not stated)
    8%, -5, 12%
- O=C(OCc1cc(=O)n2nc(C3CCCCC3)sc2n1)c1ccccc1Cl
    2%, 0, -1%
- COc1ccc(N2CCN(C(=O)c3nc(-c4ccc(Cl)cc4)n4c3CCCCC4)CC2)cc1
    -7%, 7, -12%
- CCOc1cccc(C(=O)Nc2nc3c(s2)CC(C(C)(C)C)CC3)c1 (configuration not stated)
    ?, 5, 1%
- COc1ccc(C)cc1NC(=O)C(=O)NCC(c1cccnc1)N1CCN(c2ccccc2F)CC1 (configuration not stated)
    ?, -18, -9%
- CCOc1ccc(-n2c(=O)c3c4c(sc3n(CC(=O)NC(C)CC)c2=O)CCC4)cc1 (configuration not stated)
    5%, -4, 3%
- CCCCOC(=O)c1ccc(NC(=O)CSc2nc3c(c(=O)[nH]2)CCC3)cc1
    -2%, 3, 2%
- CCc1c(C)sc2c1CCN(C(=O)Nc1cc(C)cc(C)c1)C2c1ccccc1 (configuration not stated)
    ?, 9, 6%
- CC(C)c1nc2n(n1)C1(CCCCC1)[C@@H]1CCCC[C@@H]1N2
    ?, -17, -4%
- COC(=O)c1ccc(Nc2ncnc3c2cnn3-c2ccccc2)cc1
    9%, -7, 0%
- CCc1ccccc1NC(=O)CN(c1ccccc1)S(=O)(=O)c1ccsc1C(=O)OC
    -22%, -3, -5%
- Cc1ccc(CNC(=O)Cn2ncc3c([nH]c4ccc(C)cc43)c2=O)cc1
    5%, 4, 0%
- COc1cc(NC(=O)CC2C(=O)N(c3cccc(C)c3)C(=O)N2Cc2ccc(F)cc2)cc(OC)c1 (configuration not stated)
    ?, 0, -18%
- Cc1ccc(C)c(CSc2c(C(C)C)cnc3c2c(=O)n(C)c(=O)n3C)c1
    14%, -11, 8%
- O=C(NCCc1ccc(Cl)cc1)c1cc(-c2ccc(Cl)cc2)n[nH]1
    -3%, 2, 0%
- COc1cc(NC(=O)CCn2nc(C)cc2C)cc(OC)c1OC
    2%, 2, 2%
- CCOc1ccccc1NC(=O)NCc1ccc2c(c1)CCN2C(=O)c1ccccc1
    -19%, -17, -9%
- COc1ccc(OC)c(CNC(=O)CSc2c3c(nc4cc(Cl)ccc24)CCCC3)c1
    9%, 2, -2%
- CCc1ccc(NC(=O)c2cc(S(=O)(=O)NC3CCCC3)ccc2F)cc1
    ?, -9, 0%
- Cc1ccc(-c2onc(C)c2C)cc1S(=O)(=O)NCc1ccco1
    ?, -10, -11%
- O=C(Nc1ccccc1)c1ccc2c(O)c(S(=O)(=O)c3ccc(Cl)cc3)c(=O)[nH]c2c1
    0%, -11, 0%
- COC(=O)c1ccccc1NC(=O)c1ccc(-c2nc(COc3ccccc3)c(C)o2)cc1
    9%, -16, 21%
- Cc1ccc(NC(=O)Cc2c(C(=O)O)c(C)cn2C)cc1Cl
    4%, 7, -3%
- COc1ccc(NC(=O)C2=C(C)Nc3c(C(=O)Nc4ccc(C)cc4)cnn3C2c2cccc(Cl)c2)cc1 (configuration not stated)
    -29%, -2, -1%
- Cc1ccc(CNC(=O)c2nc(S(=O)(=O)Cc3ccc(C)cc3)ncc2Cl)cc1
    2%, -19, -6%
- CCN(C(=O)CSc1ncc2c(n1)-c1cc(Cl)ccc1N(Cc1ccccc1)S2(=O)=O)c1cccc(C)c1
    -18%, 1, -5%
- Cc1cc2c(cc1S(=O)(=O)C(C)CC(=O)NC1CCC(C)CC1)OCC(=O)N2 (configuration not stated)
    2%, 11, 2%
- COc1cc(C(=O)CC2(O)C(=O)N(Cc3ccccc3Cl)c3ccccc32)cc(OC)c1OC (configuration not stated)
    -9%, -6, 4%
- CCN(CCCNC(=O)c1c(C)oc2ncn(CC(C)C)c(=O)c12)Cc1ccccc1
    -6%, -16, 2%
- Cc1ccc(CN2CCc3nc(N4CCN(C)CC4)ncc3C2)cc1
    7.9µM*, -8, 11%
- COc1ccc(NC(=O)CCc2nnc3n(CC(C)C)c(=O)c4ccccc4n23)cc1OC
    2%, 13, 6%
- Cc1ccccc1Oc1nc2ccccn2c(=O)c1/C=C(\C#N)c1nc2ccccc2[nH]1
    2%, -2, -12%
- CCOc1ccc(-c2nc3cc(NC(=O)COc4cccc(C)c4)ccc3o2)cc1
    20%, 12, 11%
- CCC(=O)Nc1ccc(CC)cc1-c1nc2ccccc2n(CC(=O)c2ccc(OC)cc2)c1=O
    4%, -10, 2%
- CS(=O)(=O)c1ccccc1-c1nnc(NC(=O)c2ccc3c(c2)OCCO3)o1
    5%, -11, -2%
- CCCCOc1ccc(C2c3c(oc4ccc(C)cc4c3=O)C(=O)N2CCCN(C)C)cc1OCC (configuration not stated)
    -5%, -21, 0%
- CCOC(=O)c1cc(-c2ccc(OC)cc2)n(CCC(=O)NC2CCCCC2)c1C
    ?, -18, 16%
- COc1ccc(Cc2nc3ccc(C(=O)NCc4ccc(OC)cc4OC)cc3o2)cc1
    ?, -4, 3%
- Cc1cc(C)c2c(=O)cc(CSc3n[nH]c(C)n3)[nH]c2c1
    22%, 1, 0%
- COc1ccccc1NC(=O)c1ccc(CN2C(=O)C(C)=C(c3ccc(C)c(C)c3)S2(=O)=O)cc1
    -23%, 0, -1%
- Cc1ccc(-n2ncc(C(=O)NCCN3CCCC3)c2C2CCN(C(=O)OC(C)(C)C)CC2)cc1
    ?, -15, 1%
- COc1ccc(-c2nn(-c3cccc(F)c3)c3c2cnc2cc(OC)c(OC)cc23)cc1
    0%, 4, 27%
- Cc1ccc(N2CCN(C(=O)c3cn(C)c4ccc(S(=O)(=O)N5CCC(C)CC5)cc4c3=O)CC2C)cc1 (configuration not stated)
    -8%, 0, -6%
- Cc1c(CNC(C)CCc2ccccc2)c(C(=O)O)c(C)n1Cc1ccc(F)cc1Cl (configuration not stated)
    -27%, 3, -2%
- CCC(=O)N1CCc2cc(Br)cc(S(=O)(=O)CCC(=O)NCc3ccccc3OC)c21
    -7%, -9, 9%

Compound profiles (already shown). Order of screens: GLP1R inv ag | DRD3 agonist | HEK293 tox
Cc1cc(C)c2c(=O)cc(CSc3n[nH]c(C)n3)[nH]c2c1 across the screens: 22% | 1 | 0%
COc1ccc(-c2nn(-c3cccc(F)c3)c3c2cnc2cc(OC)c(OC)cc23)cc1 across the screens: 0% | 4 | 27%
CS(=O)(=O)c1ccccc1-c1nnc(NC(=O)c2ccc3c(c2)OCCO3)o1 across the screens: 5% | -11 | -2%

The results go on:
Every second line gives: GLP1R inv ag, DRD3 agonist, HEK293 tox
- O=C(NCc1ccc(F)cc1)C1CCN(c2ncnc3c2nc2n3CCCCC2)CC1
    9%, -12, -8%
- COc1cc2ccccc2cc1C(=O)Nc1ccc2oc(-c3ccc(F)cc3Cl)nc2c1
    5%, 4, 2%
- CC(C)c1cnc2c(c1SCC(=O)O)c(=O)n(C)c(=O)n2C
    7%, 0, -5%
- CCC(Cn1nnc2ccccc2c1=O)NC(=O)Nc1cc(C)cc(C)c1 (configuration not stated)
    8%, 0, 0%
- CC(C)(C)C1CCc2nc(NC(=O)c3ccc([N+](=O)[O-])cc3)sc2C1 (configuration not stated)
    ?, -15, -9%
- CCOC(=O)c1c(C)sc(-c2c(-c3ccccc3)[nH]c3[nH]c(=O)[nH]c(=O)c23)c1O
    -15%, -16, -15%
- CCc1ccccc1NC(=O)c1nc(-c2ccncc2)no1
    1%, 4, 28%
- Cc1cc(C)cc(NC(=O)C2CCCN(C(=O)c3cnn(-c4ccccc4)c3-n3cccc3)C2)c1 (configuration not stated)
    10µM*, 5, -21%
- CCCn1c(CCC(=O)Nc2cc(C(=O)OC)cc(C(=O)OC)c2)nc2cccnc21
    8%, -12, 0%
- COc1ccc2c(CNCc3ccc(Cl)cc3)c(C(=O)O)n(Cc3ccccc3C)c2c1
    7%, -19, 2%
- COc1cccc(CNC(=O)CCc2cn(Cc3ccccc3Cl)c3ccccc23)c1
    ?, 4, 0%
- COc1ccccc1CNC(=O)CCc1c(C)nn(-c2ccc(N3CCOCC3)nn2)c1C
    10%, 7, 6%
- O=C(CCN1N=C(c2ccccc2)CCC1=O)NCCc1ccc(Cl)cc1
    -18%, -23, -1%
- O=C(CSc1nc(=O)[nH]c2c1CCC2)NCc1ccccc1
    13%, 9, 6%
- Cc1ccc(CCNC(=O)c2c(C)oc3ncnc(N4CCOCC4)c23)cc1
    6%, -7, -5%
- COC(=O)c1ccc(NC(=O)CSc2ncc3c(n2)-c2cc(Cl)ccc2N(Cc2ccccc2)S3(=O)=O)cc1
    -1%, -2, 5%
- CCOc1ccc(C(=O)N2CCc3cc(OC)c(OC)cc3C2COc2ccc3c(C)cc(=O)oc3c2)cc1OCC (configuration not stated)
    10%, 5, 0%
- CCc1ccc(NC(=O)CSc2nc(-c3ccccc3)no2)cc1
    ?, 2, -3%
- CCOc1cccc2sc(NC(=O)c3ccc(S(=O)(=O)N4CCc5ccccc54)cc3)nc12
    0%, 3, 12%
- COCCn1c(C)cc(O)c(C(c2ccccc2)N2CCC(C)CC2)c1=O (configuration not stated)
    28%, -10, -14%

An excerpt of these results, as a markdown table.
| molecule | GLP1R inv ag | DRD3 agonist | HEK293 tox |
| --- | --- | --- | --- |
| CCC1=C(c2ccc(C)cc2)S(=O)(=O)N=C1N1CCC(C(=O)NCCc2cccc(OC)c2)CC1 | -9% | -15 | -4% |
| O=C(CSc1oc(-c2ccco2)nc1S(=O)(=O)c1ccc(Br)cc1)c1ccccc1 | ? | 3 | 38% |

Further entries.
Every second line gives: GLP1R inv ag, DRD3 agonist, HEK293 tox
- Cc1cccc(C(=O)NCC(c2cccs2)S(=O)(=O)c2cccs2)c1 (configuration not stated)
    -1%, 3, -5%
- CCOc1ccc2nc(Cl)c(C3CC(c4ccc(C)cc4)=NN3C(=O)CCCC(=O)O)cc2c1 (configuration not stated)
    8%, 4, -7%
- CCc1ccc(NC(=O)c2sc3nc4c(cc3c2N)CN(CC)CC4)cc1
    -23%, 13, 19%
- COc1ccccc1CNC(=O)CSc1nc(-c2ccc(OC)c(OC)c2)cc(C(F)(F)F)n1
    16%, 7, -5%
- O=C(COc1ccc(Cl)cc1)NCC(c1cccs1)S(=O)(=O)c1ccc(F)cc1 (configuration not stated)
    -18%, 4, 3%
- CCOc1ccc(-c2nc(SCC(=O)NCCCOC)c(-c3ccccc3)[nH]2)cc1
    0%, -15, -2%
- CCOc1ccc2c(c1)c(=O)c(C(=O)c1ccc3c(c1)OCO3)cn2Cc1ccc(F)cc1
    13%, -13, -10%
- Cc1ccc(CN2CCc3nc(N4CCN(c5ccccc5F)CC4)ncc3C2)s1
    -1%, -11, -4%
- CCc1ccc(S(=O)(=O)NCCc2csc3nc(-c4ccccc4)nn23)s1
    -12%, 0, 3%
- COc1ccc(-c2oc3ncn4nc(-c5ccccc5Br)nc4c3c2-c2ccc(OC)cc2)cc1
    2%, 2, -4%
- Cc1c(Cl)cccc1NC(=O)c1cc(-c2cccc(Cl)c2)on1
    -5%, -5, -8%

A portion of the library (hit frequency here may not be typical).
